HKDC1 inhibitor – inhibitors of human hexokinase HKDC1; Q2TB90; AID 493160; inhibition, % at 20 µM; recombinant HKDC1, G6PDH/diaphorase resazurin coupled fluorescence; actives 0.16% (n = 340,000);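 active = inhibition above about 35% when tested at 20 µM, limit read from the data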;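 also: plate controls were DMSO wells with enzyme for no effect and DMSO wells lacking enzyme for full effect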
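System: Recombinant HKDC1 hexokinase | Amount: HKDC1 at 5 µg/mL | Reagent: Glucose with 1 mM ATP | Doses: Single 20 µM dose | Incubation: Reaction time 90 min, room temperature, protected from light | Signal: Coupled resazurin fluorescence, excitation 525 nm, emission 613 nm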
SENP8 block-1 – SENP8 (human) protease inhibition. Q96LD8. actives 0.64% (n = 360,000). recombinant SENP8, Nedd8 substrate fluorescence. AID 602440. inhibition, % at 20 µM; in the data active = inhibition mostly above about 40%, no sharp cut-off; inactive = mostly below about 27%
Target sequence (Q96LD8 whole entry, looked up): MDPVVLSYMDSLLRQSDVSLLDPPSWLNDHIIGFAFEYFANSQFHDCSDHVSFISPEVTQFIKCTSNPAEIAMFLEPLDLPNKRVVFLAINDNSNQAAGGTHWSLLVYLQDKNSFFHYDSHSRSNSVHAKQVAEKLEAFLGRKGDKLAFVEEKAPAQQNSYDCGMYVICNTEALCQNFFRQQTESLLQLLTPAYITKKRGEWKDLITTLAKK
SENP1 FRET inh – SENP1 (human) catalytic domain inhibition | Q9P0U3 | recombinant SENP1 catalytic domain, CyPet-SUMO1-YPet FRET cleavage | inhibition, % at 10 µM | actives 0.21% (n = 360,000);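 active = inhibition at least 30% at 10 µM, raw YFP signal under a set limit, fluorescence ratio 0.5 to 1.5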;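 also: 0% = enzyme with DMSO and 100% = no enzyme wells; some results filed as inactive read as strong as hits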
Target sequence (Q9P0U3 419-644 limits assumed): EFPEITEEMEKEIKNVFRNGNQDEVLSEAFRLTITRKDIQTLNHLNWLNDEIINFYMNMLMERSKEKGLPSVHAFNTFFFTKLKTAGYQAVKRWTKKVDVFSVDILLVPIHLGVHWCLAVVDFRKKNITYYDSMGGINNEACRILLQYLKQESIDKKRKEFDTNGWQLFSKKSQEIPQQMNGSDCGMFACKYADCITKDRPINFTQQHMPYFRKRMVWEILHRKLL
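System: Recombinant human SENP1 catalytic domain, His6-tagged | Incubation: Enzyme reaction for 50 min at room temperature, dark | Medium: Tris pH 8 with BME, BSA, NP40 and catalase | Also added: 25 nM SUMO1 FRET substrate | Compound: 10 µM single point, 0.5% DMSO | Measured by: FRET fluorescence in CFP and YFP emission channels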
Apaf1 inhib – human Apaf-1 inhibition. actives 0.71% (n = 330,000). inhibition, % at 20 µM. O14727. AID 489030. reconstituted apoptosome caspase-3 activity, DEVD-Rh110 fluorescence; active = inhibition of at least 40% at 20 µM;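 also: plate controls were DMSO wells for no effect and DEVD-CHO caspase inhibitor wells for full effect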
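System – cell-free apoptosome with Apaf-1, procaspase-3 and caspase-9 · Buffer or medium – pH 7.5 Hepes buffer with CHAPS, BSA, DTT · Also added – cytochrome c with DEVD-Rh110 · Times – 30 min compound preincubation, 50 min activation, room temperature · Technique – Rh110 fluorescence intensity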
SENP7 block – inhibitors of human SENP7 protease. Q9BQF6. recombinant SENP7, Z-RLRGG-aminoluciferin luminescence, 40 min. inhibition, % at 5 µM. actives 1.5% (n = 330,000). AID 434973;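 active = inhibition above about 50% at the single test dose, limit read from the data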;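 also: plate controls were DMSO with enzyme for no effect and no enzyme buffer wells for full effect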
Target sequence (Q9BQF6 706-1050 limits assumed): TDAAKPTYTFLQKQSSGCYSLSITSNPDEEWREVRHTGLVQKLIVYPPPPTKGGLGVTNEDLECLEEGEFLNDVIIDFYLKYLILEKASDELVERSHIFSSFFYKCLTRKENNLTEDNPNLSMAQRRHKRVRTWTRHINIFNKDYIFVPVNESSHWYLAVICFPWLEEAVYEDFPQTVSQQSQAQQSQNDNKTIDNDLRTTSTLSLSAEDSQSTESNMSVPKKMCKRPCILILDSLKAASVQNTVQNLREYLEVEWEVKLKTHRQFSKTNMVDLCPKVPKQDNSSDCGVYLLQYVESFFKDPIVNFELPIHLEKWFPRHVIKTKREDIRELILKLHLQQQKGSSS
SENP8 block-2 – blocks the human protease SENP8 | inhibition, % at 10 µM | purified SENP8, Z-RLRGG-aminoluciferin cleavage, luminescence | AID 2540 | actives 1.2% (n = 330,000) | Q96LD8; in the data active = inhibition above about 50%
SENP6 block – blocks the human protease SENP6. Recombinant SENP6 catalytic domain, aminoluciferin luminescence. AID 2599. actives 1.8% (n = 330,000). Q9GZR1. inhibition, % at 10 µM;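 active = inhibition above about 50% at the single tested dose, limit read from the data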;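 also: plate controls were DMSO wells with enzyme for no effect and DMSO wells lacking enzyme for full effect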
PfGluPho inh – PfG6PD (Plasmodium falciparum) enzyme inhibition; PfGluPho enzyme, NADPH resazurin-diaphorase fluorescence; inhibition, % at 20 µM; actives 0.78% (n = 350,000);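 active = inhibition reaching at least a set limit at 20 µM in the primary screen, cut at about 59% in these data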;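 also: 0% = DMSO wells with substrate and 100% = DMSO wells lacking glucose-6-phosphate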
Active calls of the source: *; nt = no result given. Rows were taken by chance; overall some 3.6% were active at least once.

Codes – A = HKDC1 inhibitor; B = SENP8 block-1; C = SENP1 FRET inh; D = Apaf1 inhib; E = SENP7 block; F = SENP8 block-2; G = SENP6 block; H = PfGluPho inh
> COc1ccccc1CNC(=O)c1cc(-c2ccccc2)nn1Cc1cc(C)no1
  A: -1; B: 7; C: 0; D: 11; E: 0; F: -3; G: -4; H: 18

> CCC/C(O)=C1\C(=O)CC(C)(C)CC1=NCc1ccccc1
  A: -1; B: 9; C: 2; D: -2; E: 2; F: -6; G: 3; H: 5

> O=C(COc1ccccc1O)NCCN1CCOCC1
  A: 0; B: 0; C: 2; D: -1; E: -6; F: -5; G: 3; H: -12

> CCOc1cccc(-c2c(C(=O)N/N=C/c3ccsc3)nnn2-c2nonc2N)c1
  A: -2; B: -7; C: 1; D: 12; E: 9; F: -1; G: -11; H: 46

> COC(=O)C1CCN(C(=O)COC(=O)CCc2nc3ccccc3c(=O)[nH]2)CC1
  A: -2; B: 4; C: 0; D: -5; E: -11; F: -9; G: -8; H: -3

> CCOC(=O)N1CCC(NC(=O)c2cc(-c3ccc(F)cc3)[nH]c2C)CC1
  A: -2; B: -2; C: 2; D: 1; E: 12; F: -2; G: 5; H: -10

> O=C(COc1cccc2ccccc12)NNC(=O)c1cccs1
  A: -3; B: 29; C: 5; D: 0; E: 2; F: -6; G: -6; H: -5

> CCOc1ccc(/C(O)=C2/C(=O)C(=O)N(c3ccccn3)C2c2ccc(C)cc2)c(C)c1 (stereo not drawn)
  A: 1; B: 11; C: 18; D: 14; E: 4; F: 2; G: -1; H: -39

> COc1cc(CNCCN2CCOCC2)ccc1OCc1c(Cl)cccc1Cl
  A: nt; B: nt; C: nt; D: -16; E: 4; F: 2; G: 2; H: nt

> CCc1ccc(NC(=S)NC2CC3CCCC(C2)N3Cc2ccccc2)cc1 (stereo not drawn)
  A: -7; B: 9; C: 0; D: -3; E: 5; F: 1; G: -10; H: 0

> COc1cccc(N2CC(C(=O)Nc3c(C(N)=O)oc4ccccc34)CC2=O)c1 (stereo not drawn)
  A: 5; B: -7; C: 0; D: 1; E: -7; F: -8; G: -1; H: 1

> CCS(=O)(=O)N1N=C(c2cccc(NS(C)(=O)=O)c2)CC1c1cccs1 (stereo not drawn)
  A: -4; B: 9; C: -11; D: -18; E: 1; F: -6; G: 13; H: 2

> COc1ccc(NS(=O)(=O)c2ccc(C)c(C(=O)O)c2)cc1
  A: 10; B: 7; C: -5; D: -9; E: -8; F: -7; G: -13; H: 1

> Cc1ccc(-c2nnn(CC(=O)N(CC(=O)NC3CCCC3)c3cccc(F)c3)n2)o1
  A: -3; B: 8; C: 2; D: 2; E: -5; F: 6; G: -15; H: -5

> CCN(Cc1ccccc1)C(=O)c1ccc(CNS(=O)(=O)c2ccc(C)cc2)cc1
  A: -4; B: 9; C: 0; D: -1; E: 1; F: -3; G: -12; H: 5

> C=CCC1(CC=C)CCCN1C(=O)c1cc(COc2cccc(C(F)(F)F)c2)on1
  A: 10; B: 14; C: 1; D: 21; E: -3; F: 0; G: -4; H: 15

> Cc1ccccc1N1CCN(C(=O)c2ccc(Oc3ccc(C(F)(F)F)cn3)cc2)CC1
  A: -4; B: 25; C: 1; D: 25; E: -5; F: 2; G: -1; H: 5

> COc1ccc(OCc2nc(C#N)c(N3CCN(c4ccc(OC)cc4)CC3)o2)cc1
  A: 0; B: 11; C: 1; D: 15; E: -5; F: -3; G: 1; H: 23

> Cc1ccc(C(=O)ONc2ccc(N=NC(=O)c3ccccc3O)cc2)cc1
  A: 65*; B: 32; C: 12; D: 4; E: -2; F: 24; G: 20; H: -30

> CCCCn1c(SCC(=O)N2CCCC2)nnc1-c1ccccc1
  A: 1; B: 16; C: 1; D: 3; E: 1; F: 8; G: -8; H: -3

> COC(=O)/C=C1\SC(=NC(=O)c2cccc([N+](=O)[O-])c2)NC1=O
  A: -3; B: 14; C: 1; D: 9; E: 1; F: 0; G: 0; H: -7

> Cc1ccc(NC(=O)CN(C)C(=O)c2cc(-c3ccccc3)nn2-c2ccccc2)cc1
  A: 2; B: 9; C: 1; D: 39; E: -4; F: -2; G: 5; H: 6

> CC(C)C[C@H]1COCCS(=O)(=O)N1Cc1ccccc1F
  A: -1; B: -2; C: -1; D: 11; E: 3; F: -8; G: -17; H: -19

> COC(=O)c1c(NC(=O)Cc2cccs2)sc(C(=O)N2CCCCC2)c1C
  A: -7; B: 9; C: 2; D: 6; E: 4; F: 4; G: 5; H: -13

> COc1ccc(CC(=O)c2ccc(O)cc2O)cc1OC
  A: 4; B: 5; C: 1; D: 10; E: 1; F: -6; G: -6; H: -11

> COc1ccc2cc(C(=O)C3CCCN(Cc4cccc(C)n4)C3)ccc2c1 (stereo not drawn)
  A: 7; B: -234; C: -1; D: 15; E: -7; F: -10; G: 0; H: 8

> O=C(CNC(=O)c1ccccc1)c1ccccc1
  A: 1; B: -2; C: -2; D: 25; E: 19; F: 18; G: 25; H: 1

> N/C(=N\OC(=O)CCC1CCCCC1)c1cccnc1
  A: -6; B: 5; C: 2; D: 12; E: -14; F: -20; G: 20; H: -2

> COc1ccc2oc(=O)c(NC(=O)C3CCCCC3)cc2c1
  A: -16; B: -289; C: 1; D: 7; E: 12; F: -5; G: -6; H: 0

> COCCNC(=O)c1ccc(N2CC3CC(C2)c2cccc(=O)n2C3)c(NC(=O)c2c(F)cccc2F)c1 (stereo not drawn)
  A: -2; B: 16; C: 2; D: -4; E: 4; F: 2; G: -3; H: -11

> COc1cccc(CC(=O)OCC(=O)NCCc2ccc(F)cc2)c1
  A: 1; B: 16; C: 0; D: 5; E: -9; F: -13; G: -3; H: -5

> COc1cc(OC)cc(N2C(=O)CC(N3CCC(C(=O)N4CCCCC4)CC3)C2=O)c1 (stereo not drawn)
  A: -3; B: -1; C: 2; D: -9; E: -16; F: -9; G: 5; H: 6

> COC(=O)Nc1nnc(-c2ccncc2)s1
  A: -15; B: -261; C: -3; D: -21; E: 4; F: -2; G: 14; H: 42

> CSc1nc2ccccc2n1CC(=O)Nc1cc(C(F)(F)F)ccc1N1CCOCC1
  A: -4; B: 26; C: 0; D: 11; E: -1; F: 2; G: 5; H: -16

> CC(=O)Oc1ccc2c(=O)c(Oc3ccccc3[N+](=O)[O-])coc2c1
  A: -5; B: 23; C: 0; D: 4; E: 1; F: -2; G: -6; H: -5

> COCCCN(C(=O)CCOc1ccccc1C)c1c(N)n(Cc2ccccc2)c(=O)[nH]c1=O
  A: 1; B: -14; C: -9; D: 5; E: 5; F: -3; G: -5; H: 0

> O=C1CN(Cc2nc3cc(Cl)ccc3c(=O)[nH]2)CCN1
  A: -4; B: -22; C: -52; D: -13; E: -4; F: -3; G: -11; H: -11

> COC(=O)CNc1nc(OC)nc(N(C)C)n1
  A: -11; B: 10; C: -3; D: -1; E: 1; F: -1; G: -12; H: -11

> CNc1nc2c(C)cccn2c(=O)c1C=NCc1ccccc1
  A: -3; B: -61; C: -6; D: 24; E: 0; F: -10; G: 13; H: 14

> Cc1cc(C)c2c(c1)c(C)cc1nnc(SCC(=O)NCc3ccco3)n12
  A: -6; B: -299; C: -2; D: -9; E: 2; F: -4; G: -14; H: 46

> CCCNC(=O)C(Cc1ccccc1)NS(=O)(=O)c1ccc2c(c1)CCC(=O)N2 (stereo not drawn)
  A: 10; B: 12; C: -3; D: -3; E: -4; F: -3; G: 1; H: -13

> COc1ccc(OCC(=O)O/N=C(\N)c2ccc(OC)c(OC)c2)cc1
  A: -8; B: -1; C: 2; D: 4; E: -3; F: -9; G: 3; H: 21

> COc1ccc(C2CC(c3cccs3)=NN2C(=O)CCC(=O)O)cc1OC (stereo not drawn)
  A: -2; B: -36; C: 0; D: -13; E: -1; F: -2; G: 4; H: 4

> Cc1c(C(=O)NCc2cccs2)oc2ccc(S(=O)(=O)N3CCOCC3)cc12
  A: -1; B: 11; C: 0; D: 8; E: 2; F: -3; G: -23; H: 19

> CCC(=O)N1CCc2cc(Br)cc(S(=O)(=O)NCc3ccccc3OC)c21
  A: 8; B: 7; C: 2; D: 8; E: 2; F: 1; G: -14; H: -17

> O=C(NCc1cccc(C(F)(F)F)c1)C1CC(c2c(Cl)cccc2Cl)=NO1 (stereo not drawn)
  A: -2; B: 15; C: 0; D: 14; E: -3; F: -7; G: -4; H: 0

> O=C(Nc1nc2ccccc2[nH]1)c1cc(F)cc(F)c1
  A: -4; B: -14; C: -1; D: 4; E: 54*; F: 28; G: 55*; H: 0

Structures above that have fluorine (10):
Codes – A = HKDC1 inhibitor; B = SENP8 block-1; C = SENP1 FRET inh; D = Apaf1 inhib; E = SENP7 block; F = SENP8 block-2; G = SENP6 block; H = PfGluPho inh
> CCOC(=O)N1CCC(NC(=O)c2cc(-c3ccc(F)cc3)[nH]c2C)CC1
  A: -2; B: -2; C: 2; D: 1; E: 12; F: -2; G: 5; H: -10

> Cc1ccc(-c2nnn(CC(=O)N(CC(=O)NC3CCCC3)c3cccc(F)c3)n2)o1
  A: -3; B: 8; C: 2; D: 2; E: -5; F: 6; G: -15; H: -5

> C=CCC1(CC=C)CCCN1C(=O)c1cc(COc2cccc(C(F)(F)F)c2)on1
  A: 10; B: 14; C: 1; D: 21; E: -3; F: 0; G: -4; H: 15

> Cc1ccccc1N1CCN(C(=O)c2ccc(Oc3ccc(C(F)(F)F)cn3)cc2)CC1
  A: -4; B: 25; C: 1; D: 25; E: -5; F: 2; G: -1; H: 5

> CC(C)C[C@H]1COCCS(=O)(=O)N1Cc1ccccc1F
  A: -1; B: -2; C: -1; D: 11; E: 3; F: -8; G: -17; H: -19

> COCCNC(=O)c1ccc(N2CC3CC(C2)c2cccc(=O)n2C3)c(NC(=O)c2c(F)cccc2F)c1 (stereo not drawn)
  A: -2; B: 16; C: 2; D: -4; E: 4; F: 2; G: -3; H: -11

> COc1cccc(CC(=O)OCC(=O)NCCc2ccc(F)cc2)c1
  A: 1; B: 16; C: 0; D: 5; E: -9; F: -13; G: -3; H: -5

> CSc1nc2ccccc2n1CC(=O)Nc1cc(C(F)(F)F)ccc1N1CCOCC1
  A: -4; B: 26; C: 0; D: 11; E: -1; F: 2; G: 5; H: -16

> O=C(NCc1cccc(C(F)(F)F)c1)C1CC(c2c(Cl)cccc2Cl)=NO1 (stereo not drawn)
  A: -2; B: 15; C: 0; D: 14; E: -3; F: -7; G: -4; H: 0

> O=C(Nc1nc2ccccc2[nH]1)c1cc(F)cc(F)c1
  A: -4; B: -14; C: -1; D: 4; E: 54*; F: 28; G: 55*; H: 0

Source: PubChem
